TNAP inh hi DEA: TNAP (human) inhibition, high acceptor | P05186 | purified TNAP, CDP-star luminescence, 1 M DEA | inhibition, % at 20 µM | hit rate 0.03% among 200,000 | AID 1135;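 active means over 50% inhibition of tissue-nonspecific alkaline phosphatase at 20 µM in the single-dose screen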;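 further: plate controls were DMSO wells for no effect and EDTA-quenched wells as full inhibition for full effect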
Target sequence (P05186 whole entry, looked up): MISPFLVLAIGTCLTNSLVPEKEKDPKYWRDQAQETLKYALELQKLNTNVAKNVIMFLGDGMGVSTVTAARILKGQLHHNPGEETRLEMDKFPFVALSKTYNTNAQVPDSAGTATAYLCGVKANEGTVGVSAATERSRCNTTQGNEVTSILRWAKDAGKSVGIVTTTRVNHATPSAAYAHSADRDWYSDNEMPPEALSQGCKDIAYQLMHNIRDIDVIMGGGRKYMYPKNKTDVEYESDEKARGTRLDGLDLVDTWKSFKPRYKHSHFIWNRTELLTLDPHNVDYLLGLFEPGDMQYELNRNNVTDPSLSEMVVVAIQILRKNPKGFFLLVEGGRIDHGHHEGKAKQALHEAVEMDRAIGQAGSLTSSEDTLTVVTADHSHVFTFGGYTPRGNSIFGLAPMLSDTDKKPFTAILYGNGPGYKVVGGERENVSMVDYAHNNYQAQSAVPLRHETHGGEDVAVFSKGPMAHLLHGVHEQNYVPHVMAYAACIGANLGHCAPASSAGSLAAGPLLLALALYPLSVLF
PMI act hi M6P: increases human PMI activity with near-saturating mannose 6-phosphate. activation factor at 20 µM. P34949. hit rate 0.34% among 190,000. AID 1216. coupled PMI enzyme assay, resazurin fluorescence, 20 min; active compounds read high; 1 = untreated enzyme, 0 = substrate-free blank;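 active means activation factor of 2 or more at 20 µM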
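Material: human phosphomannose isomerase with PGI, G6PDH, diaphorase coupling enzymes. Quantity: 15 ng/mL PMI. Medium: HEPES pH 7.4 buffer with MgCl2 and Tween-20. Reagent: Near-saturating mannose-6-phosphate, 1.0 mM. Compound: 20 µM single dose. Times: enzyme reaction with compound 20 min at room temperature. Detection: resorufin fluorescence at Ex 544/Em 590 nm.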
Efa HMGR inh: E. faecalis class II HMG-CoA reductase inhibition | AID 1066 | inhibition, % at 10 µM | purified E. faecalis HMGR, NADPH absorbance 340 nm kinetic | hit rate 0.41% among 190,000;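 active means inhibition above a set limit, the median over all tested compounds plus 3 SD, cut at about 9.5% in these data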;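 further: enzyme runs in reverse so mevalonate oxidation gives rising NADPH absorbance; 0% = complete reaction with DMSO and 100% = background rate lacking mevalonate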
Lmaj promast: Leishmania major promastigote growth inhibition; hit rate 9% among 200,000; inhibition, % at 10 µM; Leishmania major promastigotes, resazurin fluorescence viability; in the data active means inhibition above about 50%;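 further: promastigotes grown with compound for 44 hours at 28 °C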
TNAP inh no acc: blocks human TNAP activity with no phosphate acceptor present; P05186; purified TNAP, CDP-star luminescence, 30 min; inhibition, % at 20 µM; hit rate 0.26% among 200,000;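 active means tissue-nonspecific alkaline phosphatase inhibition above about 50% at 20 µM in the single-dose screen, limit read from the data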;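 further: 0% = DMSO negative control and 100% = EDTA positive control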
Redox H2O2 prof: compounds producing H2O2 with reducing agent – biochemical, NIH compound library profiling, artefact control for MLSCN library redox annotation, primary screen. AID 878. DTT-dependent redox cycling H2O2, phenol red/HRP absorbance; 100% = 100 µM peroxide control, 0% = buffer. hit rate 0.03% among 200,000. activation, % at 10 µM;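 active means activation of at least 50% relative to the plate's high and low controls in the primary single-dose screen; inactive means activation below 50%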;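 further: compound incubated with DTT at 0.8 mM final as the reducing agent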
S1P3 antagonist: antagonists of human S1P3 receptor; Q99500; CHO S1P3 NFAT-BLA reporter, FRET fluorescence, antagonist mode; inhibition, % at 4.98 µM; hit rate 0.27% among 170,000; AID 485;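 active means inhibition above the plate cutoff, the mean inhibition of test wells on that plate plus 3 SD, cut at about 28% in these data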;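 further: cells challenged with S1P at its EC80 of 0.8 µM; blue over green emission ratio from cleaved BLA substrate after 4 h stimulation; 0% = S1P-stimulated wells and 100% = unstimulated DMSO-only wells; some compounds past the cut are filed as inactive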
Target sequence (Q99500 whole entry, looked up): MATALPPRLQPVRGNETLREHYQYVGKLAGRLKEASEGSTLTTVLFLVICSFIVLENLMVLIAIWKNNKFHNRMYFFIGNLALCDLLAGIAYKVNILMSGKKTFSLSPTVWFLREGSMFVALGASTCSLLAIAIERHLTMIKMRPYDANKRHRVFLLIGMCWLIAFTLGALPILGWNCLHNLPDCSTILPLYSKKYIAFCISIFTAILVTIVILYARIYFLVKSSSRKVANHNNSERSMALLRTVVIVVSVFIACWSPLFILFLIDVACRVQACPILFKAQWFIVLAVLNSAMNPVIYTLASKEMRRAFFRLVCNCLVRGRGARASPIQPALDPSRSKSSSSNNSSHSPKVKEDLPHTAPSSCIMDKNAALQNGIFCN
Hsp70 act: Hsp70 transcriptional activation, primary screen; activation, % at 10 µM; AID 1203; HeLa Hsp70 promoter luciferase reporter, luminescence; scaled: vehicle 0, proteasome-inhibitor control 100%; hit rate 0.04% among 200,000;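 active means activation above the mean across all tested compounds plus 3 SD, cutoff set per campaign, cut at about 5.5% in these data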;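 further: 100% = MG132 at 30 µM as the positive control and 0% = DMSO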
RAM network inh: yeast RAM network inhibition; AID 868; S. cerevisiae dse1pr::URA3 reporter, 5-FOA growth OD615, 2 d; analog-sensitive cbk1-as2 kinase mutant strain; hit rate 1.8% among 190,000; inhibition, % at 50 µM;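 active means inhibition above a set limit, 3 SD over mean compound inhibition, cut at about 8.4% in these data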;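 further: 0% = DMSO-only wells with no growth and 100% = 10 µM 1-NA-PP1 full growth; inhibition rescues growth on 5-FOA so higher OD means more RAM inhibition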
PMI activator: increases human mannose-6-phosphate isomerase activity | P34949 | purified human PMI, coupled resazurin fluorescence, 20 min; active compounds read high; 1 = vehicle control, 0 substrate-free wells | activation factor at 20 µM | hit rate 0.005% among 190,000;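 active means activation factor of 2 or more at 20 µM, relative to plate controls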
Active calls of the source: *; x = no result given; & = joins results of further samples.

nr	SMILES	TNAP inh hi DEA	PMI act hi M6P	Efa HMGR inh	Lmaj promast	TNAP inh no acc	Redox H2O2 prof	S1P3 antagonist	Hsp70 act	RAM network inh	PMI activator
1	CCOC(=O)C1CCCN(C(=O)c2cc3c(=O)n4cccc(C)c4nc3n2C)C1 (stereo unspecified)	x	x	x	-3	x	0.9	-10	-0.2	x	x
2	COc1cccc(C2=CC(c3cccc(OC)c3OC)n3nnnc3N2)c1 (stereo unspecified)	-3	1.4	0	79*	-5	-2.6	-2	0.0	1.6	1.1
3	COc1ccccc1CNC(=O)c1ccc(S(=O)(=O)N2CCCC2)cc1	-4	1	-1	0	6	-5.4	1	-0.1	0.3	1
4	CCOC(=O)c1c(C)c(-c2ccccc2)n(CC(=O)NCCCN(CC)CC)c1C	-5	1	-5	51*	-17	0.2	-11	-0.2	-0.4	1
5	COc1cc(C(=O)NNC2=CC(=O)CC(C)(C)C2)cc(OC)c1OC	0	1	6	-4	-2	0.3	-9	-0.3	3.5	0.9
6	C/C(Cn1nnc2ccccc21)=N\NC(=O)c1cccc(Br)c1	3	1.1	-6	-8	2	0.3	29*	-0.1	0.9	1.2
7	CCCC(=O)Nc1ccc(C(=O)NN2C(=O)c3ccccc3C2=O)cc1	0	0.8	-4	-7	-6	0.2	-13	-0.3	1.6	0.9
8	O=C(CCNC(=O)c1ccccc1Cl)Nc1ccc2c(c1)OCO2	-1	1.1	-6	-2	-9	0.2	x	-0.4	0.3	1.1
9	COCCCNC(=O)c1ccc(Cn2c(=O)c3ccccc3n(Cc3ccc(C)cc3)c2=O)cc1	-5	1	-4	3	-15	-0.1	x	-0.2	12*	1
10	Cc1oc(-c2ccc(F)cc2)cc1-c1nn2c(-c3ccco3)nnc2s1	x	x	x	-4	x	3.6	-14	0.3	x	x
11	O=C(C1CCCN(S(=O)(=O)c2cccc3cccnc23)C1)N1CCN(c2ccc(F)cc2)CC1 (stereo unspecified)	0	0.9	-6	4	-5	-2.8	-16	0.1	1.3	0.9
12	CCCC(=O)N1CCN(c2ccc(NC(=O)c3ccco3)cc2)CC1	-5	0.9	0	2	-15	1.4	-2	-0.1	1.0	0.9
13	Oc1c(C=C2N=c3ccccc3=N2)sc(=S)n1C1CCCCC1	2&8	1&0.9	3&-2	0&-5	13&5	0.1&0.5	-10&-17	-0.4&-0.3	1.6&1.5	0.9&0.9
14	COc1cccc(OCCCOc2ccc([N+](=O)[O-])cc2Cl)c1	0	0.9	-3	-7	-4	-4.2	x	-0.2	0.7	0.8
15	CC(C)NS(=O)(=O)c1ccc(CCC(=O)N2CCC(C(N)=O)CC2)cc1	-5	1	-3	-5	-6	-0.5	-8	0.2	-0.2	0.9
16	COc1ccccc1CNC(=O)COC(=O)c1ccc(Cl)c(N)c1	-6	1	-3	-7	-2	-0.5	1	0.1	4.8	1
17	CCCN1Cc2cccc(C(=O)NCc3ccc4c(c3)OCO4)c2C1=O	-4	0.9	0	12	-12	-0.4	-14	-0.2	2.3	0.9
18	Cc1cccc(NC(=O)CCSc2ccccn2)c1	-4	0.9	-1	44	-8	-0.8	-12	-0.1	0.1	1
19	CSc1cccc(NC(=O)C2CCCN2S(=O)(=O)c2ccc3c(c2)CCC(=O)N3)c1 (stereo unspecified)	-2	0.8	2	-3	-9	0.2	-26	0.0	1.2	0.7
20	O=C(NCCCN1CCCC1=O)Nc1ccc(F)c(Cl)c1	-2	1	-2	-3	-9	1.4	x	0.1	-0.4	0.9
21	COc1cccc(-n2nnc3c(=O)n(Cc4ccc(Br)cc4)cnc32)c1	-1	0.9	0	-1	-7	0.3	x	0.3	3.0	1
22	COCCNC(=S)Nc1cccc2cnccc12	-5	0.5	-3	3	-15	-0.3	1	-0.3	0.8	0.8
23	COC(=O)c1sccc1NC(=O)CSCC(=O)O	-6	1.1	-6	-7	-6	-0.8	-3	-0.2	0.7	1.2
24	COCCOC(=O)c1ccc(NC(=O)COc2ccc([N+](=O)[O-])cc2)cc1	-1	1.1	0	-5	4	0.2	12	0.0	0.6	1.1
25	CC(=O)Nc1cnc2ccccc2n1	-7	0.9	-6	-4	-14	3.4	x	0.7	0.7	0.9

Records above printed as active in S1P3 antagonist:
item	SMILES	TNAP inh hi DEA	PMI act hi M6P	Efa HMGR inh	TNAP inh no acc	Redox H2O2 prof	S1P3 antagonist	Hsp70 act	RAM network inh	PMI activator
6	C/C(Cn1nnc2ccccc21)=N\NC(=O)c1cccc(Br)c1	3	1.1	-6	2	0.3	29*	-0.1	0.9	1.2

Entries by screen from the list:
Entries 2 to 11 in Redox H2O2 prof, in turn: -2.6, -5.4, 0.2, 0.3, 0.3, 0.2, 0.2, -0.1, 3.6, -2.8
Entries 2 to 11 in TNAP inh hi DEA, in turn: -3, -4, -5, 0, 3, 0, -1, -5, x, 0

Next part
nr	SMILES	TNAP inh hi DEA	PMI act hi M6P	Efa HMGR inh	Lmaj promast	TNAP inh no acc	Redox H2O2 prof	S1P3 antagonist	Hsp70 act	RAM network inh	PMI activator
26	Cc1c(Cl)c([N+](=O)[O-])nn1CCCC(=O)Nc1cccc(Cl)c1Cl	-2	1	-4	4	-19	-0.6	11	-0.4	0.9	0.9
27	Cc1noc(/C=C/N(C)C)c1S(=O)(=O)N1CCCC(C(=O)NC2CCCCC2)C1 (stereo unspecified)	-2	0.9	-9	-3	-4	0.2	-1	0.0	1.2	0.9
28	O=C(O)[C@@H]1CCCN1c1ncnc2sc3c(c12)CCC3	-1	1	-6	-1	-4	1.5	16	-0.3	2.0	0.9
29	CCOC(=O)c1c(-c2ccc(C)cc2)csc1NC(=S)NC(=O)c1ccccc1	4	0.7	-1	-2	3	-8.1	x	0.3	4.5	0.8
30	COc1ccc(Cl)cc1NC(=O)CN1C(=O)CC(C)S(=O)(=O)c2ccccc21 (stereo unspecified)	-1	1	0	-9	-9	0.1	-10	-0.3	2.4	1.2
31	CCc1ccc(OCc2nnc(SCc3ccc(C(=O)O)cc3)o2)cc1	-2	x	2	-8	-7	0.8	2	0.1	4.6	x
32	O=C1C=C(O)C(n2cncn2)C(c2ccc3c(c2)OCO3)C1 (stereo unspecified)	-1	0.9	-4	-10	-1	-1.4	-12	-0.2	-0.6	1.1
33	CCCCC(=O)N/N=C/c1cc([N+](=O)[O-])ccc1N1CCOCC1	-3	1	-7	-4	-5	0.1	4	-0.3	1.5	1.1
34	N#Cc1nc(COc2ccccc2F)oc1NCc1ccc(F)cc1	-6	1	1	-9	-15	-1.8	-50	-0.1	1.4	1
35	CC(=O)c1ccccc1OC(=O)c1ccco1	-2	1	-6	-2	-4	0.9	-14	-0.2	0.4	1
36	CCOC(=O)N1CCN(c2ccc(C(=O)CC)cc2F)CC1	-4	0.9	-5	-3	-7	-1.4	-13	-0.1	1.4	1
37	O=C1/C(=C\Nc2ccc(Cl)cc2)CCN1c1ncccn1	-8	1	-1	3	-3	0.9	x	-0.2	0.4	1.1
38	NC(=O)c1c(NC(=O)C2COc3ccccc3O2)sc2c1CCN(Cc1ccccc1)C2 (stereo unspecified)	-2	1.2	9	-5	-14	2.9	-5	-0.1	-0.7	1.2
39	Nc1nc(-c2ccccc2)c(N=Nc2ccc(Cl)cc2)s1	36	1	-7	-4	15	0.7	1	-0.1	5.7	0.7
40	Cc1ccc(C(=O)NN2C(=O)C3C(C2=O)C2C=CC3C23CC3)cc1 (stereo unspecified)	-5	1.1	-6	-3	-4	-0.9	-4	-0.1	0.0	1.1
41	CCOc1cc(C(=O)N/N=C/C(Br)=C/c2ccccc2)cc(OCC)c1OCC	2	1	-9	58*	-13	0.6	7	-0.2	1.0	0.9
42	CNC(=O)c1ccccc1NC(=O)c1cccc(S(=O)(=O)N2CCC(C)CC2)c1	1	0.8	1	7	-2	-0.6	11	-0.3	0.0	0.8
43	O=C(O)c1nc(N2CCOCC2)nc(N2CCOCC2)n1	-3	1.1	-1	-2	-7	0.4	x	0.8	-0.1	1
44	Cc1ccc(NC(=O)COn2nnc3ccc(S(=O)(=O)N(C)C)cc32)cc1F	0	0.9	0	10	-2	0.1	x	-0.3	1.5	0.9
45	Cc1ccc(C(=O)N(c2ccccn2)C(C)c2ccco2)cc1 (stereo unspecified)	-7	0.9	-1	9	-14	1.7	-4	-0.2	-0.3	1
46	Cc1nc(NC(=O)c2csc3ccccc23)sc1C	-3	1	-1	60*	-8	0.1	49	-0.2	1.1	1
47	CCc1ccc(C(=O)Cn2ncc(Cl)c(Cl)c2=O)cc1	0	0.9	-1	28	-2	0.6	x	-0.4	3.5	0.9
48	CCN(CC)C(=O)C(=O)c1cccn1-c1ccccc1C#N	-6	0.9	2	-1	-11	0.4	x	0.1	0.1	0.9
49	O=C(CSc1ccc(Br)cc1)N1CCN(C(=O)c2ccco2)CC1	-2	0.9	-1	-4	3	0.0	-2	-0.3	1.6	1.1
50	Nc1ccc(-c2ccc(N)c([N+](=O)[O-])c2)cc1[N+](=O)[O-]	14	1	0	-2	9	0.5	-2	-0.2	5.7	1.1
51	CCC(C)(c1nnnn1-c1c(C)cccc1C)N(N=O)c1ccccc1Cl (stereo unspecified)	2	0.9	-3	100*	-2	1.4	4	-0.3	3.5	0.9
52	CCN(CC(O)CON=C1c2ccccc2-c2ccccc21)S(=O)(=O)c1ccc(Cl)cc1 (stereo unspecified)	0	1	-3	100*	-24	2.0	6	-0.4	20*	0.9
